# RBBP9 inh – human RBBP9 hydrolase inhibition; O75884; recombinant RBBP9, FP-Rh probe fluorescence polarization; inhibition, % at 7.94 µM; 220,000 tested, 0.2% active; AID 1515;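 active means inhibition above the campaign mean of all tested compounds plus 3 SD, cut at about 14% in these data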;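 further: plate controls were DMSO wells with RBBP9 for no effect and wells lacking RBBP9 protein for full effect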
# Target sequence (O75884 whole entry, looked up): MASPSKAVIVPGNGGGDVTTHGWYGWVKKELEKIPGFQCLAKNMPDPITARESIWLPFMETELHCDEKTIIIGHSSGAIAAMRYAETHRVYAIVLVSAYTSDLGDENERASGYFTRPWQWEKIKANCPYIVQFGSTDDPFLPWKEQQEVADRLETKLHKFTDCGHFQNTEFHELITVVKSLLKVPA
#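 Test system – recombinant human RBBP9 · Input – RBBP9 2.5 µM in dispensing solution, pre-mixing · Medium – Tris buffer pH 8.0, NaCl, Pluronic · Schedule – preincubation 30 min plus labeling 45 min at 25 °C · Measured by – fluorescence polarization · Measure – % inhibition · Controls – DMSO and no-protein wells · Replicates – one well per compound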
# Runt-SMMHC FRET – Runt domain-CBFb-SMMHC interaction inhibition | Q01196+Q13951 | Cerulean-Runt/Venus-CBFb-SMMHC FRET ratio 530/480, 1 h | inhibition, % at 20 µM | 220,000 tested, 0.74% active;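 active means mean inhibition across duplicate retests at 20 µM reaching about 50%, limit read from the data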;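 further: 0% = DMSO wells and 100% = wells with excess untagged CBFb-SMMHC; inhibitors lower the FRET ratio by blocking Runt binding to CBFb-SMMHC; some results filed as inactive read as strong as hits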
# Runt-CBFb FRET – inhibitors of human RUNX1 Runt domain binding to CBFb | 220,000 tested, 0.46% active | Q01196+Q13951 | inhibition, % at 20 µM | Cerulean-Runt/Venus-CBFb FRET ratio 530/480, 1 h | AID 1496;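 active means inhibition over about 50% at 20 µM in the single-dose screen, limit read from the data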;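 further: 0% = DMSO wells and 100% = excess unlabeled CBFb competitor control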
#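 Reagent – Venus-CBFb binding partner, 100 nM · Assay system – Cerulean-tagged RUNX1 Runt domain (FRET donor) fusion protein · Input – 100 nM per protein · Incubation – two 1 h room-temperature incubations shielded from light · Measured by – FRET fluorescence · Medium – Tris buffer pH 7.5 with salts and BSA · Benchmarks – unlabeled CBFb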
# p97 ATPase inh – human p97 ATPase inhibition | AID 1481 | recombinant p97 ATPase, Kinase-Glo ATP luminescence, 3 h | 220,000 tested, 0.42% active | inhibition, % at 8 µM; in the data active means inhibition above about 15%;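 further: 0% = DMSO vehicle and 100% = wells lacking enzyme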
# Target sequence (P55072 whole entry, looked up): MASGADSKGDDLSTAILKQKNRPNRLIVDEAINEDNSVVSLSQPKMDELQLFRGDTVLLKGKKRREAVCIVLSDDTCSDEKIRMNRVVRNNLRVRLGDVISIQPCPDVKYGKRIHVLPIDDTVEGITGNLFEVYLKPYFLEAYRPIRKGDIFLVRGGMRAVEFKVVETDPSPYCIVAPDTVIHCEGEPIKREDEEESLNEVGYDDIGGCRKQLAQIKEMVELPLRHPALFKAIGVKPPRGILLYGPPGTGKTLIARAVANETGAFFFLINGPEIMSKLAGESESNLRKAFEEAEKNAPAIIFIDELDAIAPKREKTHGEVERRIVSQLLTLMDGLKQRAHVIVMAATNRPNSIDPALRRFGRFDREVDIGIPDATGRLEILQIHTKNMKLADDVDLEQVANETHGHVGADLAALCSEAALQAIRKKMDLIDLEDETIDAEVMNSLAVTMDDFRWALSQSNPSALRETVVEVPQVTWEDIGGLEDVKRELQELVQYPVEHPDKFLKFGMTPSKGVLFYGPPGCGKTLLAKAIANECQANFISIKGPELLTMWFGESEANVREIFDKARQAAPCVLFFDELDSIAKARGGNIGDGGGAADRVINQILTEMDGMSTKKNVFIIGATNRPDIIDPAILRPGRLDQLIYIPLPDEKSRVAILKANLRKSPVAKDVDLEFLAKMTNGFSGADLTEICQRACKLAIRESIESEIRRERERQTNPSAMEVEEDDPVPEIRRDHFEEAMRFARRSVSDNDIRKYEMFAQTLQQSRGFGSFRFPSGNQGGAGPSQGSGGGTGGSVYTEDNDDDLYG
# NCF1 inh – p47phox (human) inhibition; p47phox/p22phox peptide binding, fluorescence polarization, 2 h; inhibition, % at 24.7 µM; 220,000 tested, 0.53% active; AID 1274;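 active means inhibition above about 30%, limit read from the data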;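 further: 0% = p47phox with labelled peptide and 100% = labelled peptide alone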
# Furin inh – human furin inhibition; 220,000 tested, 0.061% active; purified furin, fluorogenic substrate cleavage; P09958; inhibition, % at 30 µM; in the data active means inhibition above about 25%; further: inactives centre near -15
# Calpain2 inh – calpain II (pig) inhibition | 220,000 tested, 0.37% active | inhibition, % at 16 µM | AID 1236 | purified calpain II, fluorogenic peptide substrate, 30 min;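 active means inhibition above about 50%, limit read from the data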
# EBV gp42 inh – inhibitors of Epstein-Barr virus glycoprotein 42; Q1HVG2; Fluorescence polarization binding assay, mP read-out; inhibition, % (tested at 21.74 µM); 220,000 tested, 0.42% active; AID 1085; in the data active means inhibition above about 50%
# TbHK1 inh – blocks Trypanosoma brucei hexokinase 1 activity; recombinant TbHK1, G6PDH-coupled NADH A340; inhibition, % at 10 µM; 220,000 tested, 0.11% active;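 active means inhibition of 50% or more in the single-dose primary screen; inactive means inhibition below 50%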
# * marks the source's active call; other numbers are inactive results; i = inactive; . = not tested or not shown; [ ] = another dose, or the depositor's remark.
SMILES,RBBP9 inh,Runt-SMMHC FRET,Runt-CBFb FRET,p97 ATPase inh,NCF1 inh,Furin inh,Calpain2 inh,EBV gp42 inh,TbHK1 inh
O=C1C2CSCN2C(=O)CN1CCCN1CCN(C(c2ccccc2)c2ccccc2)CC1 (stereo not given),-5,-4,-1,-3,-14,-16,11,-11,-2
O=C(/C=C/c1ccc(Cl)cc1)Nc1ccc(S(=O)(=O)Nc2ncccn2)cc1,-9,-2,-3,5,-7,-23,11,-12,-8
COc1ccc(CCNC(=O)C2CCN(Cc3nc(-c4ccccc4C)oc3C)CC2)cc1OC,-2,1,-3,0,-1,-27,18,-1,6
Cc1ccc(-c2nnc(N3CCN(C(=O)c4ccco4)CC3)c3ccccc23)cc1,-2,1,2,1,7,-1,39,-6,-5
Cc1ccc(NCc2nnc3n2CCCCC3)c(C)c1,-1,-2,-2,2,-7,-22,-14,-5,6
O=S(=O)(Nc1ccc(Cl)c(C(F)(F)F)c1)c1cnc[nH]1,-10,0,0,1,3,-20,2,0,-5
O=C(NC1CCCC1)c1cnn2c(C(F)(F)F)cc(-c3ccc4c(c3)OCO4)nc12,-8,-210,-285,4,8,-23,-57,-76,-3
Cc1ccccc1N(C(=O)Cc1cccs1)C(C(=O)NCC1CCCO1)c1cccnc1 (stereo not given),-10,0,.,1,-2,-22[20 µM],1,-4,-11
O=C(c1ccccc1)c1ccccc1C(=O)c1ccccc1,2,0,0,1,-11,-12,7,-2,-12
C=CCn1c(SCCN2C(=O)c3ccccc3C2=O)nc2scc(-c3ccccc3)c2c1=O,4,-5,-2,4,-10,-15,-47,-40,-13
Cc1ccc(-c2nc3ncccn3c2NC2CCCCC2)o1,-1,-17,11,-1,-4,-7[20 µM],2,-12,-18
COc1cc(/C=N/NC(=O)CN2CCCCC2)ccc1OCc1ccccc1,0,-5,-1,-3,-5,-18,-3,-8,2
CCCn1c(SCc2nc(-c3cccs3)no2)nnc1-c1ccncc1,7,2,0,4,-11,-20[20 µM],18,-7,1
Cc1ccc(S(=O)(=O)NCC2COc3ccccc3O2)cc1 (stereo not given),-7,1,-3,8,-10,-15,2,-4,22
Cc1cc(-c2cn3ccccc3n2)c(C)n1-c1ccccc1,4,-3,3,8,-8,-31,-182,-11,-7
O=C(OCc1cnc(Cl)s1)c1c(F)cccc1F,3,2,2,2,-5,-17,-4,10,1
CCOC(=O)/C(C#N)=C\c1ccc2c(c1)OCO2,-2,.,.,-4,.,-3[20 µM],.,.,-22
COc1ccc(/C=N/n2c(-c3cc(C)[nH]n3)n[nH]c2=S)cc1OC,1,15,10,7,9,-15,21,1,-21
Cc1cc(OC(C(=O)O)c2ccccc2)c2c(C)c(Cc3ccccc3)c(=O)oc2c1 (stereo not given),-3,-6,-6,2,-5,-28,-72,-4,-14
C=C1C2(C(=O)NCc3ccco3)CCC(C2)C1(C)C (stereo not given),-6,6,-1,13,-11,3[20 µM],-27,-7,2
OC(CN1C2=NCCCN2c2ccccc21)c1ccc(Br)cc1 (stereo not given),-9,-2,-1,7,-6,-17[20 µM],-6,-13,-2
N/C(=N\OC(=O)Nc1ccccc1)c1ccno1,1,1,0,2,-4,-15,-2,-9,-11
Cc1ccccc1-c1nc(CN2CCC(C(=O)N3CCN(c4ccccn4)CC3)CC2)c(C)o1,10,-1,-2,-3,-8,-10,3,-14,-3
COc1ccc(NC(=O)c2cccc(NC(=O)c3ccco3)c2)c(OC)c1,-7,-2,-1,-2,-12,-6,-1,-12,8

# An excerpt of these results, with two lines to a compound:
# The line under a structure holds: RBBP9 inh, Runt-SMMHC FRET, Runt-CBFb FRET, p97 ATPase inh, NCF1 inh, Furin inh, Calpain2 inh, EBV gp42 inh, TbHK1 inh
> CCOC(=O)/C(C#N)=C\c1ccc2c(c1)OCO2
 : -2, ., ., -4, ., -3[20 µM], ., ., -22
> COc1ccc(/C=N/n2c(-c3cc(C)[nH]n3)n[nH]c2=S)cc1OC
 : 1, 15, 10, 7, 9, -15, 21, 1, -21
> Cc1cc(OC(C(=O)O)c2ccccc2)c2c(C)c(Cc3ccccc3)c(=O)oc2c1 (stereo not given)
 : -3, -6, -6, 2, -5, -28, -72, -4, -14
> C=C1C2(C(=O)NCc3ccco3)CCC(C2)C1(C)C (stereo not given)
 : -6, 6, -1, 13, -11, 3[20 µM], -27, -7, 2
> OC(CN1C2=NCCCN2c2ccccc21)c1ccc(Br)cc1 (stereo not given)
 : -9, -2, -1, 7, -6, -17[20 µM], -6, -13, -2

# (next part)
SMILES,RBBP9 inh,Runt-SMMHC FRET,Runt-CBFb FRET,p97 ATPase inh,NCF1 inh,Furin inh,Calpain2 inh,EBV gp42 inh,TbHK1 inh
CCn1cc(C(=O)Nc2cccc(NC(C)=O)c2)c2cc(OC)c(OC)cc2c1=O,3,2,-6,5,-3,-10,-9,-17,7
O=S(=O)(c1cccc(-c2n[nH]c(=S)n2Cc2ccccc2)c1)N1CCOCC1,-2,5,11,4,-7,-13,-26,-9,-9
Cc1ccc(S(=O)(=O)CCC(=O)NCc2ccccc2Cl)cc1,-3,0,-2,2,0,-16,-7,-42,-3
O=C1/C(=C/c2ccccn2)SC(=S)N1c1ccc(O)cc1,-1,-6,0,13,-108,-9,-19,-12,-22
CC(C)c1ccc(C2C(C#N)=C(N)N3C(=C2C#N)Sc2ccccc23)cc1 (stereo not given),-3,-54,3,4,-76,-14[20 µM],-15,-34,18
CCc1sc(NS(C)(=O)=O)nc1-c1ccccc1,-2,-4,3,7,-11,-15[20 µM],12,-2,5
COc1ccc(C2CC(=O)c3cnc(N4CCc5ccccc54)nc3C2)c(OC)c1 (stereo not given),-4,-10,0,-5,-14,-36,i,-2,-18
CC1(C)CC(=S)Nc2ccccc2S1,-8,19,34,-6,-1,-14[20 µM],16,-15,-3
CNc1nnc(-c2ccc(N(C)C)cc2)s1,-7,13,2,-2,-7,-79[20 µM],i,-10,-53
CN1CCc2c(c3c(n2C)CCN(C)C3c2ccc(F)cc2)C1c1ccc(F)cc1 (stereo not given),-6,4,0,-3,-8,-8[20 µM],-13,-24,5
Cn1c(NC(=O)c2ccccc2F)cc(=O)n(C)c1=O,4,-2,1,6,-8,-24,-17,-2,-3
CCS(=O)(=O)N1CCCC(C(=O)NC2CCCCC2C)C1 (stereo not given),-4,-3,2,-5,24,-10,11,2,2
O=C(Cc1ccccc1)NCc1cccnc1,-10,-1,-2,2,3,-21,-29,5,2
COc1ccc(C(=O)CSc2n[nH]c(-c3ccncc3)n2)cc1[N+](=O)[O-],-2,0,0,4,-3,-8,-8,-9,21
O=C(CSCc1c(Cl)cccc1Cl)NN=C1CCCC1,-7,2,2,2,-3,4,-2,1,2
Cc1cccc(/C(N)=N/OC(=O)C23CC4CC(CC(C4)C2)C3)c1,-4,-4,-1,-4,-2,-5,29,-7,1
Cc1cccc(Oc2sc(C(=O)c3ccccc3)c(N)c2C#N)c1C,-9,5,-1,-2,-14,2[20 µM],-1,-6,1
CCOc1ccc2nc(NC(=O)CSc3nc4cccnc4n3C)sc2c1,-5,-4,-3,4,3,-13,-55,7,-3
CCOc1ccccc1CNC(=O)c1cc2oc3ccccc3c2n1CC,-2,1,2,2,-2,-16[20 µM],44,0,3
COc1ccc(-c2cc(C(=O)Nc3sc4c(c3C#N)CCCC4)c3ccccc3n2)cc1,-4,-6,-3,5,-31,-9,-87,-27,-33
O=C(O)/C=C/C(=O)NCCCc1ccccc1,8,-2,-2,7,19,-30,15,6,-1
Cc1ccc(C)c(Oc2coc3cc(OC(=O)c4cccs4)ccc3c2=O)c1,-6,.,.,-2,.,-12[20 µM],.,.,0
Cc1ccc(C23CC4CC(CC(NC(=O)N5CCN(C)CC5)(C4)C2)C3)cc1,-4,-2,0,-4,19,-18[20 µM],-47,-11,4
Cc1ccc(Oc2nnc(-c3cccs3)c3ccccc23)cc1C,-6,1,-2,5,-14,-18,21,-13,-6
O=C(Nc1ccc(F)cc1)c1sccc1SCc1cccc(C(F)(F)F)c1,-16,-2,0,-1,-3,-5[20 µM],15,-2,6
COC(=O)CSc1nc2c(c(-c3ccc(C)o3)c1C#N)CCCC2,-4,-3,-2,-2,-10,-12,-24,-12,1
Cc1ccc(C(=O)N/C(=C\c2cccs2)C(=O)NCCCn2ccnc2)cc1C,3,2,3,3,-5,-5[20 µM],-5,-28,-10
Cc1cc(C)c(S(=O)(=O)Nc2ccc(O)cc2)cc1C,-9,-1,2,-6,-3,-9,28,6,20
COCC(=O)Nc1ccc2nc3n(c(=O)c2c1)CCCCC3,-2,0,-1,-2,1,-10,14,-5,-14
O=C(Nc1ccccc1)c1ccc(NCCc2ccccc2)c([N+](=O)[O-])c1,-3,-37,-33,5,-16,-17,-18,-319,3
CC(C)(C)c1cc(CNC2CS(=O)(=O)C[C@@H]2O)cc(C(C)(C)C)c1O (stereo not given in full),6,5,-1,-1,2,-14,10,9,-3
O=C(O)C[C@@H](O)C(=O)O,-10,-2,-1,2,-6,-19,-7,-3,-2
CCc1ccc2nc(NC(=O)c3cc(C)on3)sc2c1,-7,2,.,-1,-9,-6,31,-12,-11
COc1ccccc1OCCCC(=O)Nc1nccs1,1,-2,5,-1,.,-19,11,-1,-9
CN(C)c1ccc(/C=C/C#N)cc1,8,9,8,5,-8,-2,-63,-17,-52
CCCCOc1ccc(C(NC(=O)OCC)NC(=O)OCC)cc1,-9,32,0,-5,-2,-2,15,0,15
COc1cccc(C(=O)Nc2cc(Cl)c(O)c(Cl)c2)c1,-6,0,6,2,-7,-20,7,-3,-8
CC(C)(C)n1nc(C2CC2)cc1NC(=O)Nc1ccc(Cl)cc1,-8,1,0,0,-12,-16,-8,-1,4
Cc1c(Nc2nc3ccccc3nc2NS(=O)(=O)c2ccccc2)c(=O)n(-c2ccccc2)n1C,-8,-2,1,4,0,-10,25,20,-35
CCN=c1scc(C)n1/N=C/c1ccc(O)c(O)c1O,34*,31,35,7,-6,-2,-62,-6,9
CCOC(=O)C1=C2SCCN2C(=O)C(C#N)C1(C)C (stereo not given),-7,-5,-2,-2,-6,-14,-6,-4,3
COC(=O)C1CSC(C(=O)OC)N1C(=O)Nc1ccc(Cl)cc1 (stereo not given),-5,3,-2,3,-6,-24[20 µM],-5,-12,-2
NC1=NC[C@H](Cc2ccccc2)N1CCc1cccc(F)c1,.,-1,-1,.,-6,-30,-23,-16,3
Cc1cc(C(=O)NN=C(Cc2ccccc2)Cc2ccccc2)c(C)o1,-4,0,-1,1,-6,-23,-1,-12,-1
O=C(CSc1nc(N2CCCCC2)nc(N2CCCCC2)n1)N1CCN(c2ccccc2)CC1,-6,4,-1,-1,-13,-4,6,-6,-1
CC(C)CNC(=O)c1nc(-c2ccccc2)n(-c2ccccc2)n1,0,-2,-1,-8,-1,4[20 µM],19,-19,9
CCc1cccc(NC(=S)N(CCCN2CCOCC2)C(C)c2cc3cccc(OC)c3o2)c1 (stereo not given),3,1,-3,-1,3,-14,-7,0,-9
CCOCCCNCc1ccc(OCc2ccccc2C)c(OC)c1,0,-3,1,1,-5,-28,-4,-5,5

# Full records from above. Screens in order: RBBP9 inh | Runt-SMMHC FRET | Runt-CBFb FRET | p97 ATPase inh | NCF1 inh | Furin inh | Calpain2 inh | EBV gp42 inh | TbHK1 inh
# Listed for `Cc1cc(C(=O)NN=C(Cc2ccccc2)Cc2ccccc2)c(C)o1` : -4 | 0 | -1 | 1 | -6 | -23 | -1 | -12 | -1
# Listed for `CCOC(=O)C1=C2SCCN2C(=O)C(C#N)C1(C)C` (stereo not given) : -7 | -5 | -2 | -2 | -6 | -14 | -6 | -4 | 3

# Assay outcomes from PubChem.
